Bioassay records as filed in PubChem.
HKDC1 inh – blocks human hexokinase HKDC1 activity | Q2TB90 | recombinant HKDC1, G6PDH/diaphorase resazurin coupled fluorescence | inhibition, % at 20 µM | 340,000 tested, 0.16% active;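 active = inhibition above about 35% when tested at 20 µM, limit read from the data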;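 also: plate controls were DMSO wells with enzyme for no effect and DMSO wells lacking enzyme for full effect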
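Assay system – recombinant HKDC1 (HK5) hexokinase enzyme, produced in-house · Input – HKDC1 at 5 µg/mL · Reagent – glucose plus 1 mM ATP as hexokinase substrates · Timing – 90 min reaction incubation at room temperature, dark · Measured by – G6PDH/diaphorase-coupled fluorescence, 1 mM NADP, 100 µM resazurin, 525/613 nm · Benchmarks – DMSO-enzyme wells negative, buffer-substituted wells positive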
PfG6PD inh – PfG6PD (Plasmodium falciparum) enzyme inhibition; PfGluPho enzyme, NADPH resazurin-diaphorase fluorescence; inhibition, % at 20 µM; 350,000 tested, 0.78% active; AID 504690;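 active = inhibition reaching at least a set limit at 20 µM in the primary screen, cut at about 59% in these data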;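 also: 0% = DMSO wells with substrate and 100% = DMSO wells lacking glucose-6-phosphate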
APOBEC3A inh – human APOBEC3A DNA deaminase inhibition | inhibition, % at 20 µM | recombinant A3A, FAM/TAMRA ssDNA deamination fluorescence | P31941 | 330,000 tested, 0.41% active;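 active = at least 40% inhibition at 20 µM here, with at most 30% in a related deaminase screen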;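 also: plate controls were A3A with DMSO for no effect and wells lacking A3A enzyme for full effect; some results filed as inactive read as strong as hits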
Target sequence (P31941 whole entry, looked up): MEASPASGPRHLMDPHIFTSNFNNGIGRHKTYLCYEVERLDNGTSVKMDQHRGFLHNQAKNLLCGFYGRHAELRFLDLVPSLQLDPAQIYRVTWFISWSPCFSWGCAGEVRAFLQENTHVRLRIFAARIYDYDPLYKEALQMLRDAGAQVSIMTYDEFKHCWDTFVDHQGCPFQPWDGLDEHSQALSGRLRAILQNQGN
mIAP block – blocks mouse intestinal alkaline phosphatase; 330,000 tested, 0.2% active; inhibition, % at 10 µM; purified mouse IAP, CDP-Star luminescence, 30 min;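 active = inhibition of at least 40% at 10 µM in the primary screen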;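 also: plate controls were DMSO with enzyme for no effect and no enzyme wells for full effect; values of inactives mirror those of a sister screen read the other way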
hIAP activ – increases human intestinal alkaline phosphatase activity; P09923; purified human IAP, CDP-Star luminescence, 30 min; stronger effect = higher value; 1 = vehicle-only enzyme, 0 = enzyme-free background; activation factor at 10 µM; 330,000 tested, 0.16% active; AID 2524;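 active = activation factor of the enzyme at least 2-fold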; also: the source names both 10 and 20 µM as test concentration; values of inactives mirror those of a sister screen read the other way
ATG4B inh – inhibitors of human ATG4B cysteine protease; inhibition, % at 8.33 µM; 340,000 tested, 0.51% active; AID 504462; ATG4B cleavage of LC3-PLA2, NBD-HPC fluorescence, 1 h; Q9Y4P1; in the data active = inhibition above about 40%
Target sequence (Q9Y4P1 whole entry, looked up): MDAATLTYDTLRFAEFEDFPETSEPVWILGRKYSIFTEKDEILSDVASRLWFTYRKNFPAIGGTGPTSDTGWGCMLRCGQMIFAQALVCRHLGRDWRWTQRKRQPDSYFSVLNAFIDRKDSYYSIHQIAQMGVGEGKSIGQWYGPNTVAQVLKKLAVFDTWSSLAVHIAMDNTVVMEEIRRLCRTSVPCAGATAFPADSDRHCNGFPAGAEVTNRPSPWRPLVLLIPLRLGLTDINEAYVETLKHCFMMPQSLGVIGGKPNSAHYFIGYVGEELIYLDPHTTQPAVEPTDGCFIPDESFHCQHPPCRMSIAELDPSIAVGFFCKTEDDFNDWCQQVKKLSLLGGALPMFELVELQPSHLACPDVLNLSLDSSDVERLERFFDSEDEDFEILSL
hIAP inh – blocks human intestinal alkaline phosphatase; P09923; purified IAP, CDP-Star luminescence, 30 min; inhibition, % at 10 µM; 330,000 tested, 0.12% active; AID 2544;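 active = inhibition reaching a set limit with compound at 10 µM in the primary screen, cut at about 35% in these data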;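 also: plate controls were DMSO wells with enzyme for no effect and no-enzyme buffer wells for full effect; values of inactives mirror those of a sister screen read the other way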
mIAP activ – mouse IAP activation; muIAP, CDP-Star luminescence, 30 min; stronger effect = higher value; 1 = vehicle-only enzyme signal, 0 = enzyme-free wells; AID 2805; 330,000 tested, 0.24% active; activation factor at 10 µM;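 active = activation factor of at least 2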; also: the source names both 10 and 20 µM as test concentration; values of inactives mirror those of a sister screen read the other way
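Assay system: mouse IAP enzyme; reagent: chemiluminescent substrate CDP-Star; dosing: test compounds delivered from DMSO solution; schedule: 30 min at room temperature; measured by: luminescence from enzymatic CDP-Star hydrolysis; controls: DMSO-only wells and no-enzyme negative control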
Numbers without * were called inactive; nt = no result given.

SMILES	HKDC1 inh	PfG6PD inh	APOBEC3A inh	mIAP block	hIAP activ	ATG4B inh	hIAP inh	mIAP activ
O=C(Cc1cccs1)Nc1nnc(SCc2ccc(Br)cc2)s1	-3	-4	2	7	1.1	9	-10	0.93
C[C@@H]1CC(=O)[C@H]2CC(CO)=CCC[C@@H]2[C@@]1(C)CC/C(=C/CO)CO	-5	4	-6	9	1	-28	-3	0.91
CN(c1ccccc1C(=O)NC1CC2CCC1C2)S(=O)(=O)c1ccccc1 (stereo not given)	-9	-3	1	1	1.1	-4	-5	0.99
NC(=O)NC(=O)CSc1ccccc1	-5	-45	2	10	0.95	3	4	0.9
Cc1ccc(OCCCn2ccnc2)c([N+](=O)[O-])c1	-8	-1	1	0	0.84	-2	16	1
CC(C)(C)c1ccc(C(=O)CS(=O)(=O)c2ccccc2)cc1	-9	-6	-5	12	0.81	20	19	0.88
Cc1cc(=O)oc2cc(NC(=O)C(CCCN=C(N)N)NC(=O)OCc3ccccc3)ccc12 (stereo not given)	-5	5	-2	3	0.96	-4	4	0.97
Cc1ccc(N2CC(NC(=O)N3CCN(C(=O)c4ccco4)CC3)CC2=O)cc1 (stereo not given)	2	-15	0	2	0.96	4	4	0.98
C/C(=N\NC(=O)c1nnn(-c2nonc2N)c1CN(C)c1ccccc1)c1ccccc1O	-5	19	-9	10	1.5	-3	-47	0.9
Cc1ccc(OCC(=O)Nc2ccon2)c([N+](=O)[O-])c1	-5	5	-1	3	0.95	5	5	0.97
Cc1cc(N2CCOCC2)nc2ccc(NC(=O)CCC(=O)N3CCCCC3)cc12	10	-4	-3	0	0.97	-4	2	1
O=C(Nc1cccc(S(=O)(=O)N2CCOCC2)c1)c1cn(-c2ccccc2)nc1-c1ccc(F)cc1	-2	7	-1	-99	1.1	-6	-12	2
COc1ccc(C(=O)NC2CCCN(Cc3ccc(Cl)cc3)C2)c(OC)c1 (stereo not given)	2	0	-8	-1	1.2	2	-16	1
COC(=O)C1=C(N)Oc2cc(C)n(Cc3cccnc3)c(=O)c2C1c1ccc(OC)c(OC)c1OC (stereo not given)	-3	-12	-6	11	0.9	2	10	0.89
O=C(c1ccc2ccccc2c1)C1CCCN(C(=O)c2cnccn2)C1 (stereo not given)	-6	15	-1	1	1.1	-2	-7	0.99
O=C(Nc1nccs1)c1ccc(-c2cccc([N+](=O)[O-])c2)o1	-1	-2	-2	0	0.99	1	1	1
Cc1cc(C)cc(N(C(=O)CNC(=O)c2ccco2)C(C(=O)NC2CCCCC2)c2ccncc2)c1 (stereo not given)	-8	4	-4	3	1.1	-10	-5	0.97
COc1ccc(CN2[C@@H](CC(=O)O)c3ccc(C(F)(F)F)cc3S2(=O)=O)cc1	nt	nt	2	-10	1	nt	-1	1.1
O=C(O)COc1ccc(-c2nccc(-c3ccccn3)n2)cc1	-7	-17	-2	1	1	7	-3	0.99
Cc1ccc(C(=O)Oc2csc(=S)n2C(=O)c2ccc(C)cc2)cc1	-5	60*	-8	4	1	-9	0	0.96
S=C(NCc1ccco1)NC1CCCc2ccccc21 (stereo not given)	-4	6	-1	-59	1.1	63*	-8	1.6
CC12CN(C(=O)c3ccccc3)C3(C#N)CC1CCC23C (stereo not given)	-1	6	1	-4	1.1	-10	-14	1
CSc1cccc(NC(=O)CCCNC(=O)c2ccc(Cl)cc2)c1	5	7	-2	-4	0.98	3	2	1
COC(=O)CCCNc1ncccc1[N+](=O)[O-]	2	7	0	3	1.1	-4	-9	0.97
Cc1ccccc1-c1ncc(CN2CCN(C3CCCC3)C(CCO)C2)cn1 (stereo not given)	-5	-8	2	0	0.92	8	8	1

Gathered by group: the compounds so far with a COOH group
SMILES	HKDC1 inh	PfG6PD inh	APOBEC3A inh	mIAP block	hIAP activ	ATG4B inh	hIAP inh	mIAP activ
COc1ccc(CN2[C@@H](CC(=O)O)c3ccc(C(F)(F)F)cc3S2(=O)=O)cc1	nt	nt	2	-10	1	nt	-1	1.1
O=C(O)COc1ccc(-c2nccc(-c3ccccn3)n2)cc1	-7	-17	-2	1	1	7	-3	0.99

Entries listed so far with a Cl atom:
SMILES	HKDC1 inh	PfG6PD inh	APOBEC3A inh	mIAP block	hIAP activ	ATG4B inh	hIAP inh	mIAP activ
COc1ccc(C(=O)NC2CCCN(Cc3ccc(Cl)cc3)C2)c(OC)c1 (stereo not given)	2	0	-8	-1	1.2	2	-16	1
CSc1cccc(NC(=O)CCCNC(=O)c2ccc(Cl)cc2)c1	5	7	-2	-4	0.98	3	2	1

Continuation:
SMILES	HKDC1 inh	PfG6PD inh	APOBEC3A inh	mIAP block	hIAP activ	ATG4B inh	hIAP inh	mIAP activ
CCC1(c2ccccc2)NC(=O)N(CC(=O)Nc2cc(Cl)ccc2N2CCOCC2)C1=O (stereo not given)	2	-14	47*	-12	0.88	-9	12	1.1
Cc1ccc(NC(=O)COC(=O)Cn2cnc3ccccc32)c(C)c1	-6	-5	14	5	1	1	-2	0.95
Cc1c(CN(C)C)c2c(n1Cc1ccccc1)C(=O)c1ccccc1-2	-8	-9	2	7	1	2	0	0.93
COc1cc(-c2nc3cccc(C)n3c2NCC2CCCO2)ccc1O (stereo not given)	2	6	1	-7	0.99	4	1	1.1
O=C(Nc1cccc(C(=O)O)c1)/C(=C\c1ccc2c(c1)OCO2)NC(=O)c1ccc(Br)cc1	3	-30	-1	0	1	-5	-2	1
Cc1ccc(C)c(OCCn2c(=O)c3c(ncn3C3CCCC3)n(Cc3ccccc3)c2=O)c1	2	23	0	10	0.96	5	4	0.9
Oc1ccc(NCc2ccccc2OCc2ccccc2F)cc1	20	76*	3	19	1.7	25	-68	0.81
CCN1CCN(C(=O)Cn2nc(-c3ccc(Cl)cc3)ccc2=O)CC1	-9	1	1	-5	0.89	2	11	1
CCOc1ccccc1N1CCN(C(=O)C2CSC3(C)CCC(=O)N23)CC1 (stereo not given)	-5	-5	-2	-14	0.88	-6	12	1.1
CCc1ccc(CCC(=O)Nc2ccc(C(C)=O)cc2)o1	-4	10	6	10	0.9	1	10	0.91
COCCCNC(=O)CN(c1cc([N+](=O)[O-])ccc1OC)S(C)(=O)=O	-8	9	-1	-5	1	-3	-3	1
Cc1coc2c(C)c3oc(=O)c(CCC(=O)N(C)CC(=O)O)c(C)c3cc12	-3	1	0	2	1	-3	-2	0.98
C/C(Cc1ccccc1)=N\NC(=O)CNC(=O)c1cccc(F)c1	2	-22	-1	2	1.4	1	-37	0.98
CS(=O)(=O)N(Cc1ccccc1)c1ccc(C(=O)N2CCOCC2)cc1	-10	-5	-4	-21	1.1	0	-14	1.2
O=[N+]([O-])c1ccc2[nH]c3c(c2c1)CCCC3O (stereo not given)	-9	5	-2	2	0.89	-6	11	0.98
COc1ccc(NC(=O)[C@H](C)NC(N)=O)cc1S(=O)(=O)Nc1cc(C)ccc1Br	1	0	-9	-15	1.1	-3	-14	1.1
CCC1CCCCN1Cc1nc2c(c(=O)n(C)c(=O)n2C)n1Cc1cccc2ccccc12 (stereo not given)	-1	-9	1	3	1	-6	-2	0.97
C[C@@H]1CN([C@@H](C)CO)C(=O)Cc2cc(NC(=O)Nc3cccc4ccccc34)ccc2O[C@@H]1CN(C)Cc1ccc(C(F)(F)F)cc1	7	21	0	-114	1	-8	-1	2.1*
COc1ccc(OC)c(NC(=O)Nc2nnc(N3CCC(C)CC3)s2)c1	2	27	-2	-4	0.88	6	12	1
NC(=O)C1CCN(c2nc(-c3cccc(N)c3)cs2)CC1	-5	23	6	2	1.1	10	-9	0.98
COc1ccccc1CCNS(=O)(=O)c1cn(C)c(=O)n(C)c1=O	-3	-12	-2	-2	1	-4	-3	1
COc1ccc(CCNC(=O)CSc2ccc(-c3ccco3)nn2)cc1	4	11	4	1	0.95	-4	5	0.99
Cc1ccc(OCC(=O)Nc2cccc3nsnc23)c(C)c1	-11	0	-3	-8	1.3	-5	-26	1.1
O=C(c1cc(S(=O)(=O)N2CCOCC2)c(Cl)cc1Cl)N1CCCCC1	-2	-21	3	19	1.1	-4	-11	0.81
CCC(C)c1ccccc1NC(=O)c1cccc(-n2cnnn2)c1 (stereo not given)	4	-14	52*	0	0.82	0	18	1

3 entries already listed, sorted by the number in APOBEC3A inh, high to low:
molecule | HKDC1 inh | PfG6PD inh | APOBEC3A inh | mIAP block | hIAP activ | ATG4B inh | hIAP inh | mIAP activ
CCc1ccc(CCC(=O)Nc2ccc(C(C)=O)cc2)o1 | -4 | 10 | 6 | 10 | 0.9 | 1 | 10 | 0.91
O=C(c1cc(S(=O)(=O)N2CCOCC2)c(Cl)cc1Cl)N1CCCCC1 | -2 | -21 | 3 | 19 | 1.1 | -4 | -11 | 0.81
CCOc1ccccc1N1CCN(C(=O)C2CSC3(C)CCC(=O)N23)CC1 (stereo not given) | -5 | -5 | -2 | -14 | 0.88 | -6 | 12 | 1.1

(listing goes on)
SMILES	HKDC1 inh	PfG6PD inh	APOBEC3A inh	mIAP block	hIAP activ	ATG4B inh	hIAP inh	mIAP activ
CCOC(=O)C(Cc1c(F)cccc1Cl)c1ccnc2nc(N)nn12 (stereo not given)	-7	-12	-1	-1	1.1	-2	-5	1
Cc1ccccc1NC(=O)c1cc(=O)c2ccccc2o1	-2	-12	0	7	0.93	12	7	0.93
CCC(C)NC(=O)CN1c2cccc3cccc(c23)S1(=O)=O (stereo not given)	4	-8	-1	1	0.98	-5	2	0.99
CC(C)(C)c1ccc(-c2nnc(N)s2)cc1	-4	4	6	-53	0.96	-2	4	1.5
CC1CCCC(C)N1C(=C(Cl)Cl)C(=C1SCCS1)[N+](=O)[O-] (stereo not given)	-6	12	0	9	0.79	0	22	0.91
COc1cc(OC)cc(-c2nc3nc(C)c(CCC(=O)NCc4ccco4)c(C)n3n2)c1	-4	5	1	11	0.79	-12	21	0.89
Cc1cc(=O)[nH]c(SCC(=O)N2CCCCC2)n1	-3	1	-8	-3	0.85	2	14	1
CNC(=O)/C(C#N)=C\c1ccc(CNS(=O)(=O)c2ccc(Cl)cc2)o1	-5	4	71*	1	1.1	-4	-7	0.99
COc1cc(C2CC(=O)Oc3cc(C)c(Br)c(C)c32)cc(OC)c1OC (stereo not given)	2	31	2	-14	nt	-4	nt	1.1
COC(=O)c1ccc(C(=O)OC)c(NC(=O)COC(=O)C23CC4CC(CC(O)(C4)C2)C3)c1	-1	5	-3	-5	0.94	-7	6	1
